# rCAG binder: binds r(CAG) RNA repeats | r(CAG) RNA repeat, TO-PRO-1 dye displacement fluorescence | inhibition, % at 3 µM | 370,000 compounds, 1.3% hits;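 active means inhibition above the plate cutoff, the mean of all test compounds on that plate plus 3 SD, cut at about 35% in these data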;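 further: 0% = DMSO alone and 100% = 100 µM mitoxantrone as full dye displacement; higher means more dye released from RNA so lower well fluorescence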
# Rev-erbA mod: modulates human Rev-erb alpha binding to DNA; P20393; Rev-erbα–FITC-DNA binding, fluorescence polarization, 90 min; activity, % at 10 µM; 370,000 compounds, 0.79% hits;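 active means activity above about 14%, limit read from the data; passing the limit was not always enough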;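 further: 0% = DMSO wells with 35 nM protein and 100% = DMSO wells with 750 nM protein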
# HTRA1 inhibitor: HTRA1 (human) protease inhibition; AID 504803; recombinant HTRA1, FP-rhodamine activity-based probe, fluorescence polarization; 340,000 compounds, 0.5% hits; Q92743; inhibition, % at 5.96 µM; in the data active means inhibition above about 36%;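 further: 0% = enzyme with DMSO and 100% = wells lacking enzyme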
# PG9 Ab binder: PG9 antibody binding by small molecule. TR-FRET gp120-PG9 antibody binding. inhibition, % at 6.7 µM. 360,000 compounds, 0.43% hits. AID 624416; in the data active means inhibition above about 8.5%
# UHRF1 MBD2 ctr: human UHRF1 methylated DNA binding inhibitors. inhibition, % at 4.4 µM. 370,000 compounds, 0.75% hits. UHRF1 binding to methylated oligo, TR-FRET. AID 687016; in the data active means inhibition above about 21%;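 further: UHRF1 SRA domain binding a hemimethylated CpG hairpin DNA probe; 0% = median of test compound wells and 100% = reference inhibitor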
# Target sequence (Q96T88 whole entry, looked up, the tested form may be a part): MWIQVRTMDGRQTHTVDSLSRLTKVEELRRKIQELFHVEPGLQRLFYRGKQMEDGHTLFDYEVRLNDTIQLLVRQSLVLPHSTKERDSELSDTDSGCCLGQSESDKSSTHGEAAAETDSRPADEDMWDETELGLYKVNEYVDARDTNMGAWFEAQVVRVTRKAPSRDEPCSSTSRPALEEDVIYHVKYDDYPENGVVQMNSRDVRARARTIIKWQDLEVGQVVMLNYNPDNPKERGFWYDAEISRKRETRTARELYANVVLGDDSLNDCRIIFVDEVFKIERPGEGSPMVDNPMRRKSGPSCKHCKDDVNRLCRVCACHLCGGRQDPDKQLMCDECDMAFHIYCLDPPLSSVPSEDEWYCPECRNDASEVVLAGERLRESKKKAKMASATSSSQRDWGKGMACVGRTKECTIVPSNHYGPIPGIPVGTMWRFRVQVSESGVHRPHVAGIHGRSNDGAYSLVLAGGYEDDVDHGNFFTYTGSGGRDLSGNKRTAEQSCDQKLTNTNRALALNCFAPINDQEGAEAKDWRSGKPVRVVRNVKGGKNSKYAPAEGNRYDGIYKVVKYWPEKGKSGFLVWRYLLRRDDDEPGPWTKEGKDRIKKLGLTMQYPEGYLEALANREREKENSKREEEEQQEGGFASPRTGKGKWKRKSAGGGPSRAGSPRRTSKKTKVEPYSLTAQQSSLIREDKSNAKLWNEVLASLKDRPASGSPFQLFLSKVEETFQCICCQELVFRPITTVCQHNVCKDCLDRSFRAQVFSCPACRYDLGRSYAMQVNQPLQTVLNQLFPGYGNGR
# MBD2 DNA inh: inhibitors of human MBD2 binding to methylated oligonucleotide; TR-FRET; 370,000 compounds, 0.31% hits; Q9UBB5; inhibition, % at 4.4 µM; in the data active means inhibition above about 13%
# TCR-CD3 inh: blocks the human TCR-CD3 interaction; AID 651800; 360,000 compounds, 0.37% hits; inhibition, % at 9.4 µM; TAMRA-labeled TCR probe fluorescence, biochemical; in the data active means inhibition above about 19%;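 further: recombinant mutant TCR 2C K166C tagged with TAMRA read by polarization; 0% = receptor in buffer alone and 100% = receptor with positive control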
# LEDGF integ inh: blocks HIV-1 LEDGF/p75-dependent DNA integration. inhibition, % at 3.7 µM. TR-FRET IN-LEDGF/p75 DNA integration, Eu/Cy5. AID 743269. 370,000 compounds, 0.64% hits;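 active means inhibition above the screen-wide mean plus 3 SD, cut at about 13% in these data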;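 further: signal is the Cy5 over europium emission ratio at 671 and 618 nm; 0% = plate median of compound wells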
# ABHD4 inh: inhibits mouse alpha/beta hydrolase domain 4. purified mABHD4, FP-Rh probe fluorescence polarization. AID 720543. 370,000 compounds, 0.54% hits. Q8VD66. inhibition, % at 8.92 µM;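 active means inhibition exceeding the mean over every tested compound plus 3 SD, cut at about 30% in these data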;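 further: 0% = plate median of compound wells and 100% = S159A mutant with DMSO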
#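 Assay system: Wild-type mouse ABHD4 protein | Medium: HEPES pH 7.0 buffer, 150 mM NaCl, 0.01% Pluronic F-127 | Incubation: Enzyme–compound pre-incubation 45 min, then probe 60 min, both 25 °C | Technique: Fluorescence polarization with parallel and perpendicular emission, 525/598 nm | Evaluation: % inhibition of FP-Rh probe binding versus controls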
# PRMT1 inh: PRMT1 (human) inhibition, primary screen. Q99873. 370,000 compounds, 1.3% hits. recombinant PRMT1, activity-based probe fluorescence polarization. inhibition, % at 2.79 µM;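 active means inhibition above about 21% made by adding two undisclosed values, limit read from the data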
# Starred values were filed as active, the others as inactive; / = not tested or not shown. A portion of the library; count on the stated rates, not on these rows.
# The line under a structure holds: rCAG binder	Rev-erbA mod	HTRA1 inhibitor	PG9 Ab binder	UHRF1 MBD2 ctr	MBD2 DNA inh	TCR-CD3 inh	LEDGF integ inh	ABHD4 inh	PRMT1 inh
CCOC(=O)c1nnc(-c2ccccc2)nc1Sc1ccccc1Cl
 : 0	3	-3	-0.3	-5	-6	6	-1	0	-3
Cc1ccc(N2CCN(C(=S)Nc3ccccc3C)CC2)cc1
 : 7	-5	1	0.5	-1	-4	8	1	3	-1
CCCN(C(=O)CSc1nnnn1C)C1CCS(=O)(=O)C1 (configuration not stated)
 : 1	2	0	-2.3	22*	3	9	3	-4	-2
COc1ccccc1CCC(=O)N1CCC(n2nccc2NC(=O)CC(C)C)CC1
 : -8	-1	1	-0.8	1	-3	-10	-3	2	6
COc1cc2nc(C3CCC3)n(NC(=O)C3CCC(OC)CC3)c(=O)c2cc1OC (configuration not stated)
 : -3	-2	2	0.0	4	-2	-4	5	1	0
CCN1CCN(CCCNC(=O)C2c3ccccc3C(=O)N(C)C2c2ccc(OC)cc2)CC1 (configuration not stated)
 : 0	-4	1	-1.2	1	4	2	-3	-5	0
COC(=O)Cn1c(C)nc([N+](=O)[O-])c1Br
 : 1	-5	0	0.3	5	-2	5	0	-3	3
CCCCCC/C=C/c1ccc(OC)c([C@H]2[C@H]3C=CC[C@@H](C)[C@@H]3C(=O)N2Cc2ccccc2)c1
 : 8	1	2	-1.1	2	2	-4	-1	0	5
CCN(c1ccccc1)S(=O)(=O)c1cc(C(=O)Nc2cccc(Cl)c2)ccc1F
 : 13	2	-75	-1.0	3	-4	1	-5	-89	6
O=C(N[C@@H](Cc1cccnc1)C(=O)N1CCC[C@H]1C(=O)NCCc1ccccc1Cl)C1CC1
 : -2	0	/	-1.8	3	3	2	0	3	3
COc1ccccc1NC(=S)NNC(=O)c1nn(C)c(C)c1Br
 : 12	3	-1	-0.7	2	1	1	-2	11	2
COc1ccc(NC(=O)C[C@H]2C(=O)N(c3ccc(Br)cc3)C[C@@H]2c2ccc(OC)cc2)cc1
 : 10	-4	-26	-1.5	-1	4	4	5	-6	-2
COc1ccc(CN2CCn3nc(C(=O)NC4CC4)cc3C2=O)cc1
 : -2	/	5	-0.8	-1	1	0	-3	1	-2
O=C(Nc1ccnn1C1CCN(Cc2ccc(OC(F)F)cc2)CC1)C1CCCC1
 : -8	-7	-2	-1.8	1	-5	-2	-1	2	4
COc1ccc(/C=C/C(=O)OCC(=O)N2CCc3ccccc32)cc1
 : 1	0	6	0.1	-3	-1	2	0	-3	-4
COCCCN1CN=C(NS(=O)(=O)c2ccc(C)cc2)NC1
 : 3	9	1	-0.2	1	0	-1	9	-6	-3
CC(c1ccccc1)c1nnc(NC(=O)Nc2ccccc2F)s1 (configuration not stated)
 : 10	-2	-19	0.3	2	3	-11	-1	-9	6
Cc1ccc(CNC(=O)C(=O)NCCC2=CCCCC2)cc1
 : -2	4	1	-3.5	1	0	2	-1	10	-4
CCOC(=O)c1cnn2cc(-c3[nH]ncc3[N+](=O)[O-])cnc12
 : 3	-1	-5	-1.0	2	2	4	-1	-8	0
CCOC(=O)c1c(S(=O)(=O)N(C)Cc2ccco2)c(C)n(C)c1C
 : -4	-1	-2	-0.1	2	0	-5	-5	4	2
Cc1cc(C)c(C#N)c(Nc2ccc(F)cc2)n1
 : -2	2	1	-1.3	-2	0	0	-4	5	-1
C=CCn1c(SCc2csc(C)n2)nc2sc3c(c2c1=O)CCCC3
 : 1	6	-30	-3.1	5	1	6	1	-1	0
O=C1C=CC(=O)N1
 : 3	-2	0	-1.7	3	-1	5	2	-16	78*
CC(=O)Nc1cc2ccc(OC(C)=O)cc2oc1=O
 : 2	-19	6	1.0	1	-7	7	-3	2	0
Cc1cccc(C)c1NC(=O)CN1CCC(Cc2ccccc2)CC1
 : -1	-1	/	-2.2	-2	1	8	-1	5	-3
Cc1ccccc1OCCNC(=O)/C=C/c1ccccc1
 : 2	0	-17	-4.9	1	-5	-13	2	-10	-6
O=C(NCCc1ccc(Cl)cc1)c1cc(=O)[nH]c2ccccc12
 : -3	-2	6	-0.5	-1	-1	-1	2	-4	0
O=C(COC(=O)/C=C/c1ccc(Cl)c(Cl)c1)NC1CCCC1
 : -2	5	1	-2.4	-1	5	-6	-4	-2	1
Cc1ccccc1NC(=O)C(C)n1c2ccccc2c2nc(=O)cc(C)n21 (configuration not stated)
 : -1	-4	-2	-1.1	6	9	-2	-5	-3	7
O=C(COc1c(Br)cc(Br)c2cccnc12)N1CCCCC1
 : -3	-2	3	1.2	-6	1	-5	1	1	-3

# Reprinted from the part before: 2 compounds, then new ones.
# The line under a structure holds: rCAG binder	Rev-erbA mod	HTRA1 inhibitor	PG9 Ab binder	UHRF1 MBD2 ctr	MBD2 DNA inh	TCR-CD3 inh	LEDGF integ inh	ABHD4 inh	PRMT1 inh
Cc1ccccc1NC(=O)C(C)n1c2ccccc2c2nc(=O)cc(C)n21 (configuration not stated)
 : -1	-4	-2	-1.1	6	9	-2	-5	-3	7
O=C(COc1c(Br)cc(Br)c2cccnc12)N1CCCCC1
 : -3	-2	3	1.2	-6	1	-5	1	1	-3
CCCN(CC1CC1)C(=S)Nc1ccc(Oc2ccccc2)cc1
 : -6	-3	-23	0.1	1	1	1	0	-18	2
Cc1nc(C(F)(F)F)c(C(=O)NC(=O)Nc2ccc(OC(F)(F)F)cc2)s1
 : -2	8	-7	-2.6	-1	-3	5	0	-6	-3
CCC1S/C(=N/C(=O)NC2CCCCC2)NC1=O (configuration not stated)
 : 5	1	1	-2.6	3	-4	-8	7	-11	-2
O=C(COC(=O)/C=C/c1ccc2c(c1)OCO2)NCc1ccc(F)cc1
 : 2	-5	2	-1.2	-1	0	9	3	-3	0
O=C(Nc1ccc(-c2nc3c(ccc4ccccc43)o2)cc1)c1ccco1
 : 5	3	-54	-0.2	-3	0	6	3	-17	4
Cc1cc(S(=O)(=O)Nc2ccc(C(=O)N3CC(C)OC(C)C3)cc2)ccc1F (configuration not stated)
 : 2	1	17	-1.0	-1	-3	1	3	-2	-2
CC1CCCN(CCCNC(=O)c2ccc(CS(=O)(=O)Cc3cccc(Cl)c3)o2)C1 (configuration not stated)
 : -2	-2	2	1.7	-4	-7	7	-3	3	-1
N#Cc1ccc(CN(c2ccncc2)S(=O)(=O)c2ccccc2)cc1
 : -1	-3	12	2.8	9	4	-7	5	-5	-4
COC(=O)Nc1cc(C(F)(F)F)ccc1N1CCN(c2ccccc2)CC1
 : 0	-4	9	-1.5	-2	-1	-2	4	4	-1
O=C(CN1C(=O)NC2(CCCC2)C1=O)Nc1cc(Cl)ccc1N1CCCC1
 : -4	0	0	-4.5	-1	-4	1	1	-1	-3
Cc1cccn2c(CNC3CCCc4ccccc43)c(C(=O)N3CCOCC3)nc12 (configuration not stated)
 : -8	-3	3	-1.0	1	-5	-6	0	-14	7
CC(=O)Nc1ccc(S(=O)(=O)N2CCN(S(=O)(=O)c3cccs3)CC2)cc1
 : 5	-1	-7	1.1	-2	0	3	-3	-1	1
CCCCOc1ccc(C(=O)NCC(=O)NCc2ccncc2)cc1
 : -1	-2	-1	2.4	5	-1	-5	-3	3	7
CC(NC(=O)c1cc2c(=O)n3ccccc3nc2n(CC2CCCO2)c1=N)c1ccccc1 (configuration not stated)
 : 4	-9	1	2.1	-5	-4	-3	1	5	2
COc1cc2c(cc1OC)C1(C)N(CC2)C(C(C)=O)=NN1c1ccc(Cl)cc1 (configuration not stated)
 : -6	-2	/	2.1	4	1	-3	-2	-4	3
Cc1ccc(Nc2nc(C(=O)N3CCC(C(=O)NCc4ccccc4)CC3)cs2)cc1
 : -2	-2	-5	-0.3	-2	-5	-3	-3	10	2
O=C(NCCc1c[nH]c2ccccc12)N[C@@H](Cc1ccccc1)C(=O)O
 : 2	3	0	2.3	-1	5	3	-4	-1	-1
COc1cccc(-n2nnc(S(=O)(=O)c3ccc(C)cc3)c2N)c1
 : 4	4	-7	-0.6	-1	2	-1	-1	0	-2
C=C(C)CCOC(=O)C(CC(=O)O)NCc1ccco1 (configuration not stated)
 : 1	-3	2	-1.7	16	5	4	1	3	-3
O=C(NCCC1=CCCCC1)c1ccc(=O)oc1
 : -1	-2	-4	-2.4	1	0	2	2	-1	-2
CCCCCCCCN1C(=O)[C@H](CC(=O)NCCCOCCCC)C[C@@]2(C(=O)OC)CCCCC=C12
 : 3	-3	/	0.1	2	-1	-8	-4	7	6
CC(=O)NC(CC(=O)NNC(=O)C(C)Oc1ccccc1F)c1ccccc1 (configuration not stated)
 : -1	-3	6	1.1	0	-4	-3	-9	-1	4
O=C(OCCN1C(=O)c2ccccc2C1=O)c1cc(S(=O)(=O)N2CCOCC2)ccc1Cl
 : -2	-4	-6	-0.7	-1	-4	-1	1	0	2
OCCN1CCN(c2ncnc3c2ncn3[C@H]2CN(Cc3ccccc3)C[C@@H](CO)O2)CC1
 : 1	-3	/	-0.8	6	9	-6	2	-9	8
COc1cc([N+](=O)[O-])ccc1NC(=S)NC(=O)CC(C)(C)C
 : 0	0	-10	-1.6	3	1	1	-2	1	-6
C=CCN1c2ccccc2[C@]23C[C@@H](C(=O)OC)N=C2NC(C(=O)OC)=C(C(=O)OC)[C@H]13
 : -3	0	-2	0.1	-2	2	-7	0	6	0
O=C(NC(=S)Nc1ccc(N2CCOCC2)c(Cl)c1)c1cccs1
 : -4	-3	-8	-1.5	3	-3	7	-1	2	-2
O=C(COC(=O)CN1C(=O)c2ccccc2C1=O)NC1CCCCC1
 : -3	0	6	0.0	1	2	-1	1	0	-1
CC(=O)c1c(C(C)=O)c(C)n(-c2nc(-c3cccs3)c(C)s2)c1C
 : -4	-2	-4	-0.5	1	-3	-3	-1	-1	-2
COc1ccccc1N(C)S(=O)(=O)c1ccc(C)c(C(=O)Nc2nccs2)c1
 : -1	13	-7	-1.1	-1	-5	7	0	3	2
CCc1ccc(-c2nc(SCC(=O)c3c(N)n(C4CC4)c(=O)[nH]c3=O)n[nH]2)cc1
 : 8	-3	7	4.1	4	0	-4	-4	8	0
O=C(COc1ccc(Cl)cc1Cl)N1CCCC1
 : -3	6	1	-0.6	-4	-1	1	-2	-4	-1
COc1ccc(C2N(C(=O)c3ccccc3)CCN2C(=O)c2ccccc2)cc1
 : -3	-1	-3	1.9	6	3	-7	-2	11	5
CN1CCN(C(=S)c2ccc(N(C)C)cc2)CC1
 : -3	0	-1	0.1	-1	-4	2	-5	0	43*
Cc1c(NC(=O)COC(=O)/C=C/c2ccccc2Br)c(=O)n(-c2ccccc2)n1C
 : 0	7	6	0.3	0	4	0	3	-1	-3
COc1ccc(C(=O)Nc2ccnn2C2CCN(CCC(C)c3ccc(C)o3)CC2)cc1 (configuration not stated)
 : -8	-2	6	0.8	0	3	6	-1	0	6
O=C(COc1ccccc1[N+](=O)[O-])Nc1cccc(C(=O)Nc2ccccc2C(=O)O)c1
 : 69*	-6	-20	-1.0	0	3	-9	-4	-4	6
COC(=O)C1CC(c2ccc(Cl)cc2)=NO1 (configuration not stated)
 : -4	1	10	0.1	-2	-3	8	2	2	-3
COc1ccc(NC(=O)Nc2cccc3ccccc23)c(OC)c1
 : -1	2	1	-2.4	-1	-1	-1	-8	7	3
O=C(N/C=C/c1ccco1)NCc1ccccc1
 : 20	1	4	-1.3	23*	7	2	28*	7	12
Cc1cccc2cc(C#N)c(N3CCC(O)CC3)nc12
 : 0	0	-4	0.8	-2	2	0	0	-3	3

# Compound activity deposited in PubChem by several laboratories.
